# Source: PubChem (several laboratories)
# M5 antag – human M5 muscarinic receptor antagonists, primary screen, CHO cells, Fluo-8 calcium fluorescence; Muscarinic acetylcholine receptor M5 (Homo sapiens), P08912; inhibition, % at 3 µM; hit rate 0.59% among 360,000; AID 624040, 2012; CHO-hM5 cells, ACh EC80;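 active = inhibition above a per-plate cutoff, the mean of that plate's test compounds plus 3 SD, cut at about 27% in these data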;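 also: 0% = acetylcholine EC80 with DMSO and 100% = DMSO without agonist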
# Target sequence (P08912 whole entry, looked up): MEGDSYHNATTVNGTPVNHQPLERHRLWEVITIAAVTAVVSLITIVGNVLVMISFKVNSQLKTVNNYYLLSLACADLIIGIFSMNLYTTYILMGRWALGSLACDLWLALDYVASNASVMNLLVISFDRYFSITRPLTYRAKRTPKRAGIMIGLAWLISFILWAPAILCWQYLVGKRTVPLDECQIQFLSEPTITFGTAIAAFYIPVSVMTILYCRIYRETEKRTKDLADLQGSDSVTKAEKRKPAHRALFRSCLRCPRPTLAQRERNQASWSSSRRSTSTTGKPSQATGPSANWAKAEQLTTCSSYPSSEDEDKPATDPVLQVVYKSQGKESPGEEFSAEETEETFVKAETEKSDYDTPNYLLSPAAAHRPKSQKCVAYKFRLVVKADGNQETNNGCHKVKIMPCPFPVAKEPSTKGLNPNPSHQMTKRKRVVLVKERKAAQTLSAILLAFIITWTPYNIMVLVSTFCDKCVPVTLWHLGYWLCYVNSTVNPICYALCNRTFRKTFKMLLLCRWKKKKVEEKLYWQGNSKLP
# CHRM1 PAM – human M1 muscarinic receptor positive allosteric modulators, primary screen, CHO-K1 cells, Fluo-8 calcium fluorescence, 1536-well. CHO-K1 hM1, ACh EC20; 0% = ACh EC20, 100% = maximal ACh. activation, % at 3 µM. hit rate 0.088% among 360,000; in the data active = activation above about 19%, passing the limit was not always enough
# CHRM4 PAM – human M4 muscarinic receptor positive allosteric modulators, primary screen, CHO-K1 cells, Fluo-8 calcium fluorescence; activation, % at 3 µM; CHO-K1 hM4/Gqi5, ACh EC20; 0% = ACh EC20, 100% = maximal ACh; hit rate 0.4% among 360,000; Muscarinic acetylcholine receptor M4 (Homo sapiens), P08173;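 active = activation above its plate's cutoff, the mean activation of sample wells plus 3 SD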; also: some results filed as inactive read as strong as hits
# Target sequence (P08173 whole entry, looked up): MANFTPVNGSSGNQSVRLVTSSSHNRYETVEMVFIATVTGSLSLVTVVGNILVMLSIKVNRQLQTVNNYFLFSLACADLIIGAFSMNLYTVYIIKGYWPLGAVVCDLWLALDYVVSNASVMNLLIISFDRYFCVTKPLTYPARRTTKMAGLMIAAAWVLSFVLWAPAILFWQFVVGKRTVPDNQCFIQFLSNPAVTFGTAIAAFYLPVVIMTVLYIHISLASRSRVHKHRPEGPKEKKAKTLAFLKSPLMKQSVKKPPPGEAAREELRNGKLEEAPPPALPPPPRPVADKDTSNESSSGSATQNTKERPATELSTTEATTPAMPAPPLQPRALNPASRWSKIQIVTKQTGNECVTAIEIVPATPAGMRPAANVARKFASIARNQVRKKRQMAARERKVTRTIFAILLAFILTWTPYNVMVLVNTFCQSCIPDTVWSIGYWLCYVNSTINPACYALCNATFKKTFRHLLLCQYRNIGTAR
# CHRM5 PAM – human M5 muscarinic receptor positive allosteric modulators, primary screen, CHO-K1 cells, Fluo-8 calcium fluorescence. Muscarinic acetylcholine receptor M5 (Homo sapiens), P08912. CHO-K1 hM5, ACh EC20 PAM; 0% = ACh EC20, 100% = ACh EC100. activation, % at 3 µM. hit rate 0.3% among 360,000. AID 624038, 2012;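 active = activation above the run cutoff, the mean activation of all test compounds plus 3 SD, cut at about 18% in these data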
#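 system = human M5 receptor in CHO-K1 cells | reagent = EC20 acetylcholine as agonist stimulus | compound dosing = single-point, 3 µM nominal | incubation = Fluo-8 loading 80 min at 37 °C plus 30 min room temperature | detection = Fluo-8 calcium dye fluorescence, kinetic read | benchmarks = low control EC20 acetylcholine (0%), high control EC100 acetylcholine (100%)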
# CRFR2-BP ag – agonists of CRF-BP/CRF-R2 complex, primary screen, cell-based, HEK293, calcium dye fluorescence, uHTS; activation, % at 13.2 µM; CRF-binding protein / CRF receptor 2 complex (human); hit rate 0.46% among 350,000; calcium dye fluorescence (FLIPR); percent of saturating CRF peptide response;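 active = activation of at least 50%, plus an integration ratio under a set limit after plate pattern correction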;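 also: plate controls were neutral control wells without compound for no effect and CRF at EC100 for full effect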
# M4 antag – human M4 muscarinic receptor antagonists, primary screen, CHO cells, Fluo-8 calcium fluorescence. Muscarinic acetylcholine receptor M4 (Homo sapiens), P08173. CHO-hM4 cells, ACh EC80. inhibition, % at 3 µM. hit rate 0.73% among 360,000;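 active = inhibition above its plate's cutoff, the mean inhibition of sample wells plus 3 SD, cut at about 27% in these data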;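 also: 0% = acetylcholine EC80 with DMSO and 100% = DMSO without agonist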
# M5 ag – human M5 muscarinic receptor agonists, primary screen, CHO-K1 cells, Fluo-8 calcium fluorescence | Muscarinic acetylcholine receptor M5 (Homo sapiens), P08912 | activation, % at 3 µM | AID 624037, 2012 | CHO-K1 hM5 cells; 0% DMSO wells, 100% maximal acetylcholine response | hit rate 0.19% among 360,000;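 active = activation above the run's mean over test compounds plus 3 SD, cut at about 23% in these data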;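 also: signal is peak over basal fluorescence ratio across the kinetic read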
# CHRM1 antagonist – human M1 muscarinic receptor antagonists, primary screen, CHO-K1 cells, Fluo-8 calcium fluorescence, 1536-well; AID 588852, 2011; Muscarinic acetylcholine receptor M1 (Homo sapiens), P11229; inhibition, % at 3 µM; CHO-K1 hM1, ACh EC80 antagonist; hit rate 1.3% among 360,000;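 active = percent inhibition above its own plate's cutoff, namely the mean of that plate's compound wells plus 3 SD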;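 also: peak over basal fluorescence ratio during 140 s after agonist addition; 0% = ACh EC80 plus DMSO and 100% = DMSO alone without agonist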
# CHRM4 agonist – human M4 muscarinic receptor agonists, primary screen, CHO-K1 cells, Fluo-8 calcium fluorescence. Muscarinic acetylcholine receptor M4 (Homo sapiens), P08173. CHO-K1 hM4/Gqi5; vehicle 0%, full acetylcholine response 100%. activation, % at 3 µM. hit rate 0.14% among 360,000;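 active = activation above the run mean over all test wells plus 3 SD, cut at about 32% in these data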;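 also: peak over basal fluorescence ratio per well then scaled between controls; 0% = DMSO wells and 100% = acetylcholine at EC100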
# An asterisk follows results filed as active; / = not tested or not shown; & = joins results of further samples. Compounds as they come; 2.8% or so of the library scored in one or more.
SMILES,M5 antag,CHRM1 PAM,CHRM4 PAM,CHRM5 PAM,CRFR2-BP ag,M4 antag,M5 ag,CHRM1 antagonist,CHRM4 agonist
CCCCC(SCC(=O)Nc1ccccc1)C(=O)O (stereo not drawn),-3.9,4.8,2.7,4.2,-1.2,-1.9,-0.1,-2.6,1.1
CN(C)c1cccc(C(=O)N2CCCC(CCC(=O)NCc3ccccc3F)C2)c1 (stereo not drawn),-1.0,13.7,0.8,2.3,0.0,-3.1,-0.9,-15.8,0.9
CN(C)S(=O)(=O)N1CCN(CC(O)COc2ccc3cc(Br)ccc3c2)CC1 (stereo not drawn),16.4,-5.2,-5.9,-9.7,-0.6,22.7,2.7,15.7,18.1
COC(=O)c1cc(C#N)c(Oc2ccc(OC)cc2)nc1C,1.6,6.4,0.7,4.7,0.6,10.0,-5.3,-9.9,0.5
[O-]/C(=C(\C(=S)Nc1cccc2ccccc12)[n+]1cccc(CO)c1)c1ccc(Cl)s1,4.9,3.7,-4.3,3.3,-0.9,3.3,-7.5,-1.9,0.4
Cc1c(C=O)c(=O)n(-c2ccccc2)n1C,-8.2,12.2,6.8,1.6,-3.9,-5.3,-1.1,-0.3,0.4
CCOC(=O)c1c(NC(=S)NC(=O)c2cnn(CC)c2)sc2c1CCC(C)C2 (stereo not drawn),3.2,6.5,10.4,0.7,0.2,-9.3,-0.7,-31.8,1.3
CCNC(=O)NC(=O)C(C)Sc1nc2ccccc2n1CC(C)C (stereo not drawn),2.6,2.3,-2.0,-4.9,-1.1,14.7,-3.7,-4.2,-1.6
Cc1ccc(C(=O)N(CC(=O)NC2CCCC2)c2ccccc2C)s1,-5.3,3.3,-0.8,0.5,-1.2,-5.9,1.5,-11.4,3.4
CC(C)CCC(C(=O)O)C(C)CC(=O)NNC(=O)c1ccco1 (stereo not drawn),5.5&-1.7,8.2&5.4,3.5&7.2,4.5&0.5,-1.0&5.4,-11.2&6.2,0.4&0.1,-9.0&-6.7,-0.3&0.8
COc1ccc(NC(=O)COC(=O)c2ccc(-n3cnnn3)cc2)cc1Cl,-0.5,6.5,-1.7,-5.0,1.2,5.0,-3.0,1.0,2.4
CSc1sc2ccccc2[n+]1CCCS(=O)(=O)[O-],-9.0,19.7,3.9,7.2,-0.4,1.1,0.5,-17.7,1.4
c1ccc(CCN2CCN=C2Nc2ccccc2)cc1,3.4,4.1,-6.5,2.6,-0.5,2.1,-9.4,-7.1,1.0
Oc1ccc(Cl)cc1-c1cc(-c2ccccc2)n[nH]1,-5.1,-5.1,0.0,-7.4,0.1,-1.6,0.2,10.8,1.2
CC1(C)CC(=O)C(C(C2=C(O)CC(C)(C)CC2=O)c2ccc([N+](=O)[O-])cc2)C(=O)C1 (stereo not drawn),-0.8,10.9,2.9,3.9,-3.1,-6.8,0.0,-16.2,1.3
CCN(C(=O)COC(=O)COc1ccc2c(C)cc(=O)oc2c1)C1CCS(=O)(=O)C1 (stereo not drawn),7.8,5.3,7.8,6.0,1.1,-7.4,3.9,-0.7,1.2
CN1C(=O)/C(=C\c2ccc(-c3ccccc3)o2)SC1=S,13.9,11.5,2.0,-8.4,176.9*,3.8,0.6,-4.3,0.3
Cc1c(C)n(CC(O)CN2CCCCC2)c2ccccc12 (stereo not drawn),-1.9,3.8,2.4,-8.9,-1.2,0.2,-13.2,-4.6,0.6
CCCC(=O)Nc1c(C(=O)OCC)oc2ccccc12,-3.5,7.9,0.1,2.6,-2.1,2.5,5.0,-9.8,-0.5
CC1CCCCC1NC(=O)C1CCN(S(=O)(=O)N2CCCCCC2)CC1 (stereo not drawn),-7.5,7.8,7.4,3.1,-2.4,-5.5,-1.3,-5.4,2.1

# The closing three entries of the section before lead into the next.
SMILES,M5 antag,CHRM1 PAM,CHRM4 PAM,CHRM5 PAM,CRFR2-BP ag,M4 antag,M5 ag,CHRM1 antagonist,CHRM4 agonist
Cc1c(C)n(CC(O)CN2CCCCC2)c2ccccc12 (stereo not drawn),-1.9,3.8,2.4,-8.9,-1.2,0.2,-13.2,-4.6,0.6
CCCC(=O)Nc1c(C(=O)OCC)oc2ccccc12,-3.5,7.9,0.1,2.6,-2.1,2.5,5.0,-9.8,-0.5
CC1CCCCC1NC(=O)C1CCN(S(=O)(=O)N2CCCCCC2)CC1 (stereo not drawn),-7.5,7.8,7.4,3.1,-2.4,-5.5,-1.3,-5.4,2.1
CCC1CCCCN1S(=O)(=O)c1ccc(C(=O)N(CCCN(C)C)c2nc3cc4c(cc3s2)OCO4)cc1 (stereo not drawn),-5.7,-11.5,-11.5,-5.6,11.3,10.2,-5.2,9.3,8.9
COc1ccc(-n2nc(C(=O)NCC(=O)N3CCCC3)c3ccccc3c2=O)c(OC)c1,-8.8,15.5,-4.4,11.4,-1.5,-8.1,2.5,-2.4,2.1
COc1ccc(CCCC(=O)N/N=C/c2ccccc2OC)cc1,5.4,3.7,8.6,-7.3,0.3,-0.9,-3.3,10.7,0.6
O=[N+]([O-])c1cccc(Cl)c1NCCNc1ncc(C(F)(F)F)cc1Cl,1.2,-9.0,-8.7,-10.4,0.6,-6.3,-7.9,-7.1,-2.0
Cc1c(C(=O)N(C)C)sc(NC(=O)c2cccc([N+](=O)[O-])c2)c1C#N,-5.3,-2.6,9.1,4.7,0.9,-9.9,-0.6,-8.8,1.3
CC1C(=O)N2CCCc3cc(NS(C)(=O)=O)cc1c32 (stereo not drawn),-1.6,-0.1,2.8,-1.7,-0.4,0.6,1.6,2.9,1.5
COC(=O)c1ccc(-c2nc3cc(Cl)c(N)cc3s2)cc1,3.0,-1.9,-3.0,-1.2,10.3,-1.5,0.6,1.9,0.3
Cc1ccc(NC(=O)c2oc3ccccc3c2COC(C)C)cc1S(=O)(=O)N1CCOCC1,0.4,-8.2,-7.7,-1.1,6.6,0.9,-2.0,8.3,4.8
O=C(O)CCC(=O)Nc1ccc(S(=O)(=O)N2CCCC2)cc1,0.9,2.9,6.3,-1.2,-0.7,10.2,0.3,1.1,0.1
O=S1(=O)N[C@@H](Cc2ccccc2)COc2cc(Br)ccc21,-7.8,-1.4,-6.0,5.4,-1.8,3.8,-2.0,-2.9,-1.8
Cc1[nH]n(-c2ccccc2)c(=O)c1/C=N\NC(=O)C1COc2ccccc2O1 (stereo not drawn),10.1,-2.0,3.3,10.9,-1.8,1.1,-4.8,10.4,1.3
C=CCCC(=O)Nc1ccc(Br)cn1,-5.9,13.4,-1.7,3.7,-2.7,0.7,0.1,-0.2,-0.1
COc1ccc(CC(=O)Nc2ccc(S(=O)(=O)N3CCCC3)cc2)cc1OC,4.8,2.3,-0.9,1.4,-0.7,1.1,3.6,-10.8,2.2
Cc1cc(C)cc(NC(=S)N2CCC(NC(=O)c3ccco3)CC2)c1,-0.1,4.3,3.5,3.0,-1.7,-9.8,-2.1,-9.0,7.0
COc1ccc(CCNC(=O)COC(=O)c2ccco2)cc1OC,-0.1,8.4,1.9,-0.1,0.0,4.0,-1.4,-6.3,0.5
Cc1ccc(S(=O)(=O)Nc2cccc(C(=O)NCc3cccnc3)c2)cc1F,2.2,0.8,-4.7,-5.2,-1.2,-19.9,0.9,-9.1,6.3
CC(C)CN(C(=O)c1ccc(S(=O)(=O)N2CCOCC2)cc1)C1CCS(=O)(=O)C1 (stereo not drawn),-5.3,3.7,5.5,-4.3,2.0,-26.4,3.5,-17.4,0.7
COc1ccc(CN2CCC2(C)C(=O)Nc2ccc(OC)c(OC)c2)cc1 (stereo not drawn),3.1,-2.7,-0.1,-6.5,/,-20.7,0.0,-4.5,3.1
Cc1c(NC(=O)c2cccc(NC(=O)Cc3ccccc3Cl)c2)c(=O)n(-c2ccccc2)n1C,-2.1,0.9,-3.6,-1.6,2.9,-2.0,1.1,-1.4,1.4
O=C(O)CC(C(=O)Nc1ccc(Cl)cc1Cl)C1CCCO1 (stereo not drawn),-0.7,8.2,2.2,0.9,-1.2,-1.2,-3.2,-9.1,0.7
Cc1cc(-c2cc(C(=O)NCc3ccccc3)on2)nc(S(C)(=O)=O)n1,4.9,0.6,0.8,-1.6,-3.6,7.2,0.9,0.8,-0.2
COC(=O)C1=C(C)NC(C)=C(C(=O)OC)C1c1ccc(-c2cccc(Cl)c2Cl)o1,-5.7,6.6,16.9,3.5,2.0,1.0,-2.6,-7.6,0.1
CCc1ccc2[nH]c(=O)c(CN(CCN(CC)CC)C(=O)NC3CCCCC3)cc2c1,-5.0,0.6,-1.7,-0.1,-1.4,6.9,-5.6,-5.3,1.3
CNCC(C)COc1ccccc1OCc1ccccc1 (stereo not drawn),12.2,-2.5,-7.2,-6.5,-1.7,13.3,-6.4,-6.4,0.2
Cc1nccn1CCCNC(=O)CC1C(=O)NCCN1Cc1ccc(Cl)c(F)c1 (stereo not drawn),-4.4,3.2,3.1,3.5,-1.3,-0.6,-2.7,-4.8,2.0
CC1(C(=O)Nc2ccc(F)cc2F)CCN1C(=O)Cc1ccccc1Cl (stereo not drawn),-7.7,-2.1,0.7,1.1,/,-14.8,-1.1,-1.6,0.4
Cc1noc(C)c1COc1ccc(C(=O)N2CCN(S(=O)(=O)c3ccccc3)CC2)cc1,-4.0,5.2,0.6,-9.8,-1.0,4.5,6.0,-7.9,8.0
O=C(c1cccnc1)N1CCN(CCCc2ccccc2)CC1,3.0,6.5,-2.2,-1.9,-1.4,-1.5,-1.4,-3.4,0.7
CCc1ccc(-c2cn3c(n2)SCC3)cc1,-2.8,0.1,10.8,2.2,4.0,-5.7,-0.3,-0.6,1.1
CCC(c1nnnn1CS(=O)(=O)c1ccc(C)cc1)N1CCN(c2nc3ccccc3s2)CC1 (stereo not drawn),-8.0,2.9,-0.3,1.3,0.8,1.7,-2.0,-5.2,1.8
O=C(O)C(Cc1ccccc1)N1Cc2ccccc2C1=O (stereo not drawn),-2.6,6.4,-1.9,5.7,-0.3,6.3,0.8,-20.7,0.1
CC1CCN(C(=O)Cn2c(=O)n(Cc3ccc4c(c3)OCO4)c(=O)c3ccccc32)CC1,-0.3,3.8,10.9,-5.1,-0.6,-6.1,-5.4,-18.9,1.8
O=C(CN(c1ccc(F)cc1)S(=O)(=O)c1ccc2c(c1)OCCO2)NCc1cccnc1,3.8,3.2,-8.2,-3.6,3.6,2.3,-2.6,-3.3,4.0
COc1cc(NC(=O)c2ccc(C)cc2C)ccc1NC(=O)c1cccs1,10.1,10.6,-2.0,1.9,1.4,3.0,-1.8,-11.3,1.4
CCOC(=O)Nc1ccc(S(=O)(=O)NCCCN2CCOCC2)cc1,-4.8,3.8,4.8,-0.7,0.8,4.1,-0.2,-7.0,0.5
